Screening data as filed in PubChem.
KCNK3 inh – human KCNK3 channel inhibitors, primary screen, CHO cells, FluxOR thallium flux, B-score; B-score at 10 µM; 340,000 compounds, 0.84% hits; Potassium channel subfamily K member 3 (Homo sapiens), O14649; FluxOR fluorescence; stronger effect = lower value;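 active = B-score under library mean minus 4 SD, starting fluorescence ratio at most library mean plus 5 SD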;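 also: more negative B-score means stronger inhibition of thallium flux through KCNK3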
SKKanGAS inh – S. pyogenes SKKanGAS growth inhibitors in kanamycin, primary screen, streptokinase expression inhibitor project, SKKanGAS strain, BacTiter-Glo luminescence; AID 1662, 2009; 300,000 compounds, 1.3% hits; 6 h; inhibition, % at 7.5 µM;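 active = mean replicate score, as percent of positive control median, at least 50; inconclusive = mean below 50 but one replicate at or above 50; inactive = mean and every replicate below 50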;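 also: strain carries kanamycin resistance gene driven by streptokinase promoter and grows in 40 µg/ml kanamycin; loss of luminescence reflects streptokinase promoter inhibition or plain growth inhibition; 0% = median of DMSO wells and 100% = positive control at its reference dose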
TMEM16A inh – TMEM16A chloride channel inhibitors, primary screen, cell-based, HTS | 310,000 compounds, 1.2% hits | AID 588511, 2011 | normalized B-score (activity score, 25-100; higher = stronger inhibition) at 10 µM | Anoctamin-1 (Mus musculus), Q8BHY3 | HEK293 TMEM16A/YFP iodide influx fluorescence, ionomycin;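 active = ratio plate-corrected score three or more library SD toward inhibition, starting fluorescence score within five deviations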;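 also: score derived from kinetic fluorescence span divided by baseline fluorescence per well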
Target sequence (Q8BHY3 whole entry, looked up): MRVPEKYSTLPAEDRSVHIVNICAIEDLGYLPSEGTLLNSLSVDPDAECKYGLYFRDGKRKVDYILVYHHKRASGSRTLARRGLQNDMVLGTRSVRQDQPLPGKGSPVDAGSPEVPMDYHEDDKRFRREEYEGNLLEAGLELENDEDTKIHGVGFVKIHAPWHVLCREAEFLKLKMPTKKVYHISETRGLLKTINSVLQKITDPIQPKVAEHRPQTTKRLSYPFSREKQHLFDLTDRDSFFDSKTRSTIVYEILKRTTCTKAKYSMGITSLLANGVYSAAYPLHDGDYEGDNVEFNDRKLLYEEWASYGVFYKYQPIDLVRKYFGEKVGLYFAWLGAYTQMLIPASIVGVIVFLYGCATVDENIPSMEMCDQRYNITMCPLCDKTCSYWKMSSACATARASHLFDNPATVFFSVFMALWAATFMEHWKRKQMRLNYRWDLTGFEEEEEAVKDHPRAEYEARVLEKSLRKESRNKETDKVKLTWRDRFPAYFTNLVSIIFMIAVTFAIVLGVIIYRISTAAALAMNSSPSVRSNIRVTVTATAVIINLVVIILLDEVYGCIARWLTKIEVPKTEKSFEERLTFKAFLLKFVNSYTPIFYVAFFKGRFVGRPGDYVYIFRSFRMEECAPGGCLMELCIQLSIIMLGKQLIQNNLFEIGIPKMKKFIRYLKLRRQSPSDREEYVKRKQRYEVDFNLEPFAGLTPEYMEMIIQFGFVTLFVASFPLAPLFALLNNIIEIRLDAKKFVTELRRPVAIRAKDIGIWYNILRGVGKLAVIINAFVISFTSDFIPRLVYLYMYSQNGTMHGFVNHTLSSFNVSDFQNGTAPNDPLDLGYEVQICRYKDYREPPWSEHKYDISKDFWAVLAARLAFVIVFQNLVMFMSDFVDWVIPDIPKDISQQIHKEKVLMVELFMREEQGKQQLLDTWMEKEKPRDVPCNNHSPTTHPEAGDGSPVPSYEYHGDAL
KCNQ1 act – potentiators or activators of KCNQ1 channel, primary screen, cell-based, thallium flux, high-throughput; Potassium voltage-gated channel subfamily KQT member 1 (Homo sapiens), P51787; CHO-K1 KCNQ1, thallium flux FluxOR fluorescence; stronger effect = higher value; B-score at 10 µM; 310,000 compounds, 0.35% hits;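 active = fluorescence ratio B-score, a plate-corrected score, at least three library SD, with initial intensity B-score within 5 SD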
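Material: CHO-K1 cells stably expressing KCNQ1. Medium: assay buffer for compound exposure, DMSO matched across wells. Reagent: K+/Tl+ depolarizing stimulus. Compound dosing: single-concentration screen. Times: 37 °C overnight plating, 90-min dark dye load, 20-min compound pretreatment. Technique: FluxOR Tl+ flux fluorescence.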
HDAC3 inh – HDAC3 deacetylase inhibitors, primary screen, biochemical, fluorescence, cell-free homogeneous | Histone deacetylase 3 (Homo sapiens), O15379 | inhibition, % at 8.3 µM | recombinant HDAC3, fluorogenic peptide/trypsin coupled | 320,000 compounds, 0.15% hits; in the data active = inhibition above about 26%, passing the limit was not always enough; inconclusive = no clear call, values can overlap the other calls
KCNK9 block – KCNK9 potassium channel inhibitors, primary screen, HEK293 cells, thallium flux. 310,000 compounds, 1.2% hits. B-score at 10 µM. FluxOR thallium flux fluorescence; stronger effect = lower value. Potassium channel subfamily K member 9 (Homo sapiens), Q9NPC2;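 active = ratio B-score over 3 SD below the library mean, with starting fluorescence within 5 SD of its mean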;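 also: negative B-score means less thallium flux so channel inhibition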
RGS4 act – RGS4 potentiators or activators, primary screen, cell-based, HEK293 M3R inducible RGS4, calcium flux | carbachol calcium flux Fluo4; stronger effect = lower value | B-score at 10 µM | 310,000 compounds, 0.92% hits;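 active = B-score of the integrated calcium signal more than 4 SD below the library mean, with starting fluorescence not abnormally high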;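 also: negative B-score means reduced calcium response which marks RGS4 activation or potentiation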
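System: HEK293 FlpIn-TREx cells, stable M3R, doxycycline-inducible RGS4. Timing: overnight RGS4 induction, 30 min dye load 37 °C, 20 min compound RT. Also added: carbachol, ECmax concentration. Measured by: Fluo4 fluorescence kinetic imaging of calcium. Evaluation: integrated calcium ratio converted to B score.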
ANO1 activ – TMEM16A chloride channel activators or potentiators, primary screen, cell-based, HTS. Anoctamin-1 (Mus musculus), Q8BHY3. HEK293 TMEM16A/YFP-H148Q/I152L, iodide quench fluorescence; stronger effect = lower value. B-score at 10 µM. 340,000 compounds, 0.3% hits;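 active = fluorescence-ratio B-score plate-corrected deviation score at least 3 library SD below zero, with starting fluorescence score within 5 deviations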;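 also: channel opened by trigger with iodide after compound preincubation; score built on the fluorescence ratio of max minus min over baseline; more negative score means more quench and so TMEM16A activation or potentiation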
RGS4 block – RGS4 inhibitors, primary screen, cell-based, HEK293 M3R inducible RGS4, calcium flux. Fluo-4 calcium flux; stronger effect = higher value; triggered by carbachol at its EC20. B-score at 10 µM. 310,000 compounds, 0.45% hits;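 active = B-score, a plate-corrected calcium signal, over three deviations above library mean, with baseline fluorescence within five deviations of library mean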;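 also: RGS4 expression induced by doxycycline in cells with stable M3 receptor; B-score is computed from the integrated fluorescence ratio over baseline after carbachol; higher B-score means a larger calcium signal and so more RGS4 inhibition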
hERG protect – hERG rescue from dofetilide block, primary screen, cell-based, CHO-hERG, FluxOR thallium flux, dofetilide IC70; Voltage-gated inwardly rectifying potassium channel KCNH2 (Homo sapiens), Q12809; dofetilide IC70 present; activation (rescue from dofetilide block), less the hit threshold, % at 10 µM; 310,000 compounds, 0.51% hits;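 active = activation above the mean of controls blocked by dofetilide plus 5 SD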;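 also: thallium influx through hERG after potassium depolarization seen as dye fluorescence rise; in these data hits start at about 4.7%; inactives centre near -7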
KCNQ1 block – inhibitors of human KCNQ1 channel, primary screen, cell-based, thallium flux, high-throughput | Potassium voltage-gated channel subfamily KQT member 1 (Homo sapiens), P51787 | CHO-K1 KCNQ1, FluxOR thallium flux fluorescence; stronger effect = higher value | B-score at 10 µM | 310,000 compounds, 1.3% hits;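 active = compounds whose thallium flux B-score, printed positive for inhibition, exceeds three library SD while starting fluorescence stays within three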;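 also: channel opened by potassium depolarization with thallium stimulus after 20 min compound exposure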
The depositor's hits bear a star; i = inactive; ? = inconclusive; / = not tested or not shown.

SMILES	KCNK3 inh	SKKanGAS inh	TMEM16A inh	KCNQ1 act	HDAC3 inh	KCNK9 block	RGS4 act	ANO1 activ	RGS4 block	hERG protect	KCNQ1 block
Cc1nc(NC(=O)C2CC2)sc1C(=O)N(C)C	i	1	i	i	3	i	i	i	i	-7	i
FC(F)(F)c1ccccc1NC1=NCCC1	i	-1	i	i	5	i	i	i	i	-13	i
Cc1noc(/C=C/c2ccccc2F)c1S(=O)(=O)N1CCC(C(=O)N2CCN(C)CC2)CC1	i	-4	i	i	0	i	i	i	i	-9	i
CC(O)[C@H](NC(=O)C1CCN(C(=O)[C@H](Cc2ccccc2)NC(=O)OC(C)(C)C)CC1)C(=O)O (some centres not stated)	i	-2	i	i	-9	i	i	i	i	-5	i
COC(=O)CSc1nnc(-c2ccc(S(=O)(=O)N3CCCC3)cc2)o1	i	4	i	i	2	i	i	i	i	-2	i
CC(NC(=O)CN1C(=O)NC(Cc2ccccc2)(Cc2ccccc2)C1=O)C12CC3CC(CC(C3)C1)C2 (configuration not stated)	i	14	i	i	19	i	i	i	i	-6	i
Cc1cc(C(=O)CSc2nnc(N)s2)c(C)n1Cc1ccco1	i	-2	i	i	7	i	i	i	i	-7	i
O=C(/C=C/c1ccccc1)NC1CC2CCC1C2 (configuration not stated)	i	-10	i	i	-1	i	i	i	i	0	i
FC(F)(F)c1cccc(Sc2nc(-c3ccccc3)nnc2C(F)(F)F)c1	i	-13	i	i	10	i	i	i	i	-10	i
Cc1cccc(NC(=O)CSc2nnc(NC(=O)C3CCC3)s2)c1	i	2	i	i	1	i	i	i	i	-4	i
CC(=O)c1sc(NC(=O)COc2ccc(Br)cc2)nc1C	i	6	i	i	-7	i	i	i	i	-4	i
Cc1ccc(NC(=O)c2nnn(-c3ccc4c(c3)OCCO4)c2N)cc1	i	-5	i	i	1	i	i	i	i	-4	i
O=C1CCCN1c1ccc(S(=O)(=O)N2CCN(c3ccccc3)CC2)cc1	i	-6	i	i	-10	i	i	i	i	-6	i
COc1ccccc1OCCSc1nc2ccccc2n1CC(O)CO (configuration not stated)	i	-3	i	i	-2	i	i	i	i	-6	i
Cc1ccc(C2CCN(C(=S)Nc3cccc(C)c3)C2)cc1 (configuration not stated)	i	3	i	i	1	i	i	i	i	-13	i
CCCCNc1c([N+](=O)[O-])c(=O)n(C)c2ccccc12	i	-17	i	i	7	i	i	i	i	-5	i
COCC(C)n1c(C)cc(C(=O)COC(=O)c2c(NC(C)=O)sc(C)c2C)c1C (configuration not stated)	i	-3	i	i	-2	i	i	i	i	-10	i
Cc1cc(NC(=O)CN2C(=O)NC3(CCCCC3C)C2=O)no1 (configuration not stated)	i	14	i	i	5	i	i	i	i	-5	i
O=C1Nc2ccc(Br)cc2C1(O)Cc1ccccn1 (configuration not stated)	i	0	i	i	-1	i	i	i	i	-6	i
COc1ccccc1OCCCCNCCO	i	0	i	i	1	i	i	i	i	0	i
CCN(CC)C(=O)Cn1c(=O)n(CCCC(=O)NCc2ccc3c(c2)OCO3)c(=O)c2sccc21	i	-4	i	i	5	i	i	i	i	-8	i
O=C(NCC1([N+](=O)[O-])CN(C(=O)c2ccccc2)CN(C(=O)c2ccccc2)C1)c1ccccc1	i	-5	i	i	-12	i	i	i	i	-10	i
COc1ccc(/C=N/Nc2nn3cnnc3c3ccccc23)cc1	i	4	i	i	6	i	i	i	i	-7	i
O=C(NCc1ccc2c(c1)OCO2)c1ccc(N2CCCCCC2)c([N+](=O)[O-])c1	i	10	i	i	-8	i	i	i	i	-6	i
N#Cc1c(-c2ccc(F)cc2)nc(-c2ccccc2)[nH]c1=O	i	2	i	i	-7	i	i	i	i	-6	i

New compounds follow:
SMILES	KCNK3 inh	SKKanGAS inh	TMEM16A inh	KCNQ1 act	HDAC3 inh	KCNK9 block	RGS4 act	ANO1 activ	RGS4 block	hERG protect	KCNQ1 block
O=C(Nc1ccc2c(c1)OCCO2)c1ccco1	i	0	i	i	7	i	i	i	i	2	i
CCCCN(C)C(=O)CCC(=O)Nc1ccc2nc(N3CCN(C)CC3)cc(C)c2c1	i	2	i	i	-15	i	i	i	i	-7	i
COc1ccc(N(CC(=O)NCc2ccccc2)S(=O)(=O)c2c(C)n[nH]c2C)cc1	i	0	i	i	0	i	i	i	i	-10	i
CCn1c(/C=C/N(C(C)=O)c2ccccc2)[n+](CCCS(=O)(=O)[O-])c2cc(Cl)c(Cl)cc21	i	/	i	i	5	i	i	i	i	-9	i
O=C(c1c(F)cccc1F)N1CCN(c2ncccn2)CC1	i	-7	i	i	2	i	i	i	i	-9	i
Cc1ccc(N=Cc2cc(Br)cc(Cl)c2O)cc1	i	12	i	i	?	i	i	i	i	-5	i
COC(=O)CNC(=O)CN1C(=O)NC2(CCCc3ccccc32)C1=O (configuration not stated)	i	-2	i	i	3	i	i	i	i	-9	i
COc1cccc(-c2ccc(NC(=O)C3CCCN(Cc4cnn(C)c4C)C3)cc2)c1 (configuration not stated)	i	-7	i	i	6	i	i	i	i	-11	i
Cc1ccc(C(=O)Nc2ccccc2C(=O)NC(C(=O)O)C(C)C)cc1 (configuration not stated)	i	7	i	i	/	i	i	i	i	-2	i
Cc1cccc(CN2CCN(C(=O)CCl)CC2)c1	i	-1	i	i	2	i	i	i	i	-11	i
CCOC(=O)CN1C(=O)S/C(=C/C=C/c2ccc(N(C)C)cc2)C1=O	i	-3	i	i	1	i	i	i	i	-5	i
O=C(O)C/C(=C\c1cc(Cl)c2c(c1)OCO2)c1nc2ccccc2s1	i	0	i	i	-8	i	i	i	i	-4	i
C[C@@H]1O[C@@H](OC[C@H]2O[C@@H](Oc3c(-c4ccc(O)c(O)c4)oc4cc(O)cc(O)c4c3=O)[C@H](O)[C@@H](O)[C@@H]2O)[C@H](O)[C@H](O)[C@H]1O	i	5	i	i	4	i	i	i	i	-6	i
O=C(COC(=O)CNC(=O)c1cccc(F)c1)NCCC1=CCCCC1	i	-12	i	i	-2	i	i	i	i	-12	i
CN1CCN(c2nc(-c3ccccc3O)nc3ccccc23)CC1	i	4	i	i	7	i	i	i	i	-4	i
C[C@@H](CSc1ccccc1)CN1CC[C@H](C(C)(C)C)CCC1=O	i	2	i	i	10	i	i	i	i	-10	i
CC1CCCCC1NC(=O)C1CCC(CNc2c(N3CCCCC3)c(=O)c2=O)CC1 (configuration not stated)	i	2	i	i	/	i	i	i	i	-4	i
CC(=O)c1c(C)[nH]c(C(=O)N2CCN(c3cc(Cl)ccc3C)CC2)c1C	i	-2	i	i	-1	i	i	i	i	-10	i
COc1ccc(CC(=O)NCC2CCCN(Cc3cccc(SC)c3)C2)cc1 (configuration not stated)	i	-2	i	i	8	i	i	i	i	-5	i
C=CCOc1ccc(C2C(C(=O)c3cccs3)=C(O)C(=O)N2c2nnc(C)s2)cc1 (configuration not stated)	i	20	i	i	20	i	i	i	i	-32	i
Cn1c(C(O)c2ccc(Cl)cc2)nc(Cl)c1Cl (configuration not stated)	i	1	i	i	-2	i	i	i	i	-11	i
O=C(O)/C=C/C(=O)Nc1ccc(-c2ccccc2)cc1	i	-8	i	i	8	i	i	i	i	-6	i
CNC(=S)N1N=C2c3ccccc3CCC2C1c1ccccc1Cl (configuration not stated)	i	-1	i	i	-4	i	i	i	i	-4	i
O=C(Nc1ccccc1)Nc1nnc(-c2ccccc2)o1	i	0	i	i	-1	i	i	i	i	-6	i
CCOC(=O)c1[nH]c(C)c(C(=O)NCCC2=CCCCC2)c1C	i	1	i	i	-6	i	i	i	i	-6	i

Carrying on.
SMILES	KCNK3 inh	SKKanGAS inh	TMEM16A inh	KCNQ1 act	HDAC3 inh	KCNK9 block	RGS4 act	ANO1 activ	RGS4 block	hERG protect	KCNQ1 block
CC(C)c1nc2oc3c(=O)[nH]cnc3c2c2c1COC(C)(C)C2	i	1	i	i	-4	i	i	i	i	-10	i
O=C(N/N=C/c1ccco1)c1cc(=O)[nH]c2ccccc12	i	2	i	i	-14	i	i	i	i	3	i
O=C(Nc1ccc([N+](=O)[O-])cc1Br)c1cccnc1	i	-4	i	i	-11	i	i	i	i	-6	i
C/C(N)=C(/C#N)C(=O)COC(=O)CCS(=O)(=O)c1ccccc1	i	-2	i	i	5	i	i	i	i	1	i
O=C(Nc1ccc(Br)cc1F)c1ccc2c(c1)OCCO2	i	-6	i	i	1	i	i	i	i	-7	i
O=C1C2C3C=CC(C4CC34)C2C(=O)N1/N=C/c1ccc([N+](=O)[O-])s1 (configuration not stated)	i	-16	i	i	-7	i	i	i	i	-11	i
COC(=O)c1cc(C(=O)NC(C)(C)CC(C)(C)C)cc([N+](=O)[O-])c1	i	13	i	i	3	i	i	i	i	-15	i
N=c1oc2ccccc2cc1C(=O)Nc1ccccc1	i	5	i	i	2	i	i	i	i	-1	i
O=C(NCCc1ccccc1Cl)c1cc(COc2ccc(F)cc2F)on1	i	12	i	i	10	i	i	i	i	-4	i
O=C(CSc1ncccn1)Nn1cnnc1	i	-2	i	i	3	i	i	i	i	-11	i
C=CCn1c(SCc2cccnc2)nnc1-c1ccncc1	i	/	i	i	-2	i	i	i	i	-10	i
CC(C)C[C@H](NC(=O)N1CCN(c2ccccc2)CC1)C(=O)O	i	0	i	i	1	i	i	i	i	-8	i
CC1CCN(S(=O)(=O)c2ccc(NC(=O)c3ccncc3)cc2)CC1	i	-2	i	i	/	i	i	i	i	-13	i
COc1ccc(/C=C/C(=O)NC2=NCCS2)cc1OC	i	-1	i	i	1	i	i	i	i	-8	i
CCCn1nnnc1SCC(=O)Nc1sc(C)c(C)c1C#N	/	-3	i	i	5	i	i	/	i	-5	i
CC(=O)OCCNc1nc(-c2ccccc2)nc2ccccc12	i	1	i	i	1	i	i	i	i	-12	i
